C8 TRAIL sens: sensitizes caspase-8 expressing cells to TRAIL; NB7+C8 cells + TRAIL, ATPlite viability luminescence; 1% of 360,000 active; inhibition (viability loss, TRAIL sensitization), % at 10 µM; AID 624354;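 active means compounds causing at least 50% loss of cell viability in the single-dose screen, relative to plate controls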
NR2F2 inh: NR2F2 (human) inhibition, primary screen; HEK293T NGFI-A luciferase reporter, luminescence; P24468; 0.7% of 370,000 active; inhibition, % at 8.6 µM;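 active means inhibition above a per-plate cutoff, mean inhibition of test wells between control levels plus 3 SD, cut at about 38% in these data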;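 further: cells cotransfected with COUP-TFII expression vector driving the NGFI-A reporter; 0% = median of COUP-TF2 test wells and 100% = reporter-only cells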
Target sequence (P24468 whole entry, looked up): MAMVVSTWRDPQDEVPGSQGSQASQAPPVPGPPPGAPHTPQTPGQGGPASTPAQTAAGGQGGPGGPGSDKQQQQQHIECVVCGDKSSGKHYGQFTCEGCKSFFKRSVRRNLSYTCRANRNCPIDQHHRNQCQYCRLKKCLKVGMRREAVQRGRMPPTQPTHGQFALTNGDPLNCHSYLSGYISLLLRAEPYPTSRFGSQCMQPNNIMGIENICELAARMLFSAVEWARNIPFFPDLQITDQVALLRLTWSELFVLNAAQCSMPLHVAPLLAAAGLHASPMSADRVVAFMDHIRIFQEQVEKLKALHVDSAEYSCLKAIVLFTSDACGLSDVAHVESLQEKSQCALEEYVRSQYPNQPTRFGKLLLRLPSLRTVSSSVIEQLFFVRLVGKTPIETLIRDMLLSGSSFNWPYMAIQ
LRH-1 inv ag: inverse agonists of human LRH-1 (NR5A2); AID 602396; 0.13% of 360,000 active; inhibition, % at 3.6 µM; HEK293T StAR-luciferase reporter, LRH-1 transfected, 24 h;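 active means inhibition above the mean inhibition of all tested compounds plus 3 SD, cut at about 73% in these data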;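 further: 0% = DMSO wells and 100% = reporter-only cells lacking LRH-1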
Target sequence (O00482 whole entry, looked up): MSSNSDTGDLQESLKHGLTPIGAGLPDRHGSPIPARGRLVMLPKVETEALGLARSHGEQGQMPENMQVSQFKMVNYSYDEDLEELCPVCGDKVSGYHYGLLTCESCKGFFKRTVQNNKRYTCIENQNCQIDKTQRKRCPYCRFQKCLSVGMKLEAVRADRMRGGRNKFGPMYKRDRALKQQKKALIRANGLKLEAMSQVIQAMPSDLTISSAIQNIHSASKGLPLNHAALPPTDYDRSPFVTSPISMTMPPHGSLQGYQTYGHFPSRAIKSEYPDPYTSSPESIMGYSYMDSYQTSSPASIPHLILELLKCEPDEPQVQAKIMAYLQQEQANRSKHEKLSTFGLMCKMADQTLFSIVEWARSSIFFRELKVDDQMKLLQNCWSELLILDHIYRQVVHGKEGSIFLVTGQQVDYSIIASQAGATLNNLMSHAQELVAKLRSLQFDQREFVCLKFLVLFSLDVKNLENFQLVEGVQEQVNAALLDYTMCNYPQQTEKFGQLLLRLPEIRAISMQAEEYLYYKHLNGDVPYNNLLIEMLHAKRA
Numbers without * were called inactive. This is a subset. The share of hits here may be higher or lower than overall.

Each structure is followed by: NR2F2 inh	LRH-1 inv ag	C8 TRAIL sens
O=C(C[C@H]1CC[C@@H](NC(=O)C2CC2)[C@@H](CO)O1)NCc1ccccc1Cl
    -11.5	-5.3	-2.2
Cc1cccc(C)c1NC(=O)C1(C)CN(S(C)(=O)=O)CC(=O)N1CCCn1ccnc1 (centres undefined)
    0.5	6.2	2.9
CCCCNC(=O)C[C@@H]1C[C@@]2(C(=O)OC)CCCCC=C2N(CCc2ccc(OC)c(OC)c2)C1=O
    -13.0	10.1	-5.8
Cc1cccc(C)c1NC(=O)C(c1ccncc1)n1c(=O)c(-c2ccccc2)nc2ccccc21 (centres undefined)
    -7.2	0.0	-1.5
O=C(C(=O)N1CCCN(Cc2ccc(F)cc2)CC1)c1ccccc1
    -4.7	0.9	4.3
C[C@@]12CC[C@@H](C3=C(CCC3)C1)N2c1ccccc1
    -18.9	5.0	-0.2
O=C(Nc1cc(Cl)cc(Cl)c1)N[C@@H]1CC[C@@H](CCNS(=O)(=O)c2cccc(F)c2)O[C@@H]1CO
    13.1	-22.3	13.4
Cc1ccc(-c2nc3ccccc3n2C(C)C(=O)NC(C)(C)C)cc1 (centres undefined)
    -6.5	-3.1	13.8
O=C(NC1CCCCC1)C(c1cccc2ccccc12)n1c(=O)c(-c2cc3ccccc3[nH]2)nc2ccccc21 (centres undefined)
    5.2	32.9	-0.1
COC1=CC(=O)OC(c2ccc(C(F)(F)F)cc2)C1 (centres undefined)
    -3.4	-3.0	26.0
CSCCC(C(=O)NC1CCCC1)n1c(C2CCCC2)nc2ccccc21 (centres undefined)
    -9.7	3.0	-5.9
CCOC(=O)[C@]12CCCC=C1N(CCC1=CCCCC1)C(=O)[C@H](CC(=O)N1CCSCC1)C2
    -13.0	-15.0	-0.6
COc1ccc(OC)c(CN2C(=O)CSCC2(C)C(=O)NCc2ccccc2)c1 (centres undefined)
    -0.4	-1.1	-14.2
O=C(C[C@H]1CC[C@@H](NC(=O)Cc2cccnc2)[C@@H](CO)O1)NCc1ccc2c(c1)OCO2
    -13.0	-3.2	-7.6
CO[C@@H]1CN(C)C(=O)c2cc(NC(=O)Nc3cc(F)ccc3F)ccc2OC[C@H](C)N(C(=O)c2cnccn2)C[C@@H]1C
    17.2	4.3	-23.4
CCCCNC(=O)c1nc(C2CCNCC2)oc1-c1ccccc1
    -9.5	-1.4	-2.3
CC(C)NC(=O)C1(C)CN(S(C)(=O)=O)CC(=O)N1CCc1ccc(O)cc1 (centres undefined)
    16.3	-21.2	0.7
CC(C)C(C(=O)NCc1ccccc1)N1CCN(C(=O)C2CCCO2)CC1 (centres undefined)
    -7.3	-5.5	0.6
COCCNC(=O)C1C(=O)Nc2ccccc2C(=O)N1C1CCCC1 (centres undefined)
    -3.1	4.0	-5.2
O=S(=O)(NCC[C@@H]1CC[C@H](NS(=O)(=O)c2cccc(F)c2)[C@@H](CO)O1)c1cccc(F)c1
    15.3	6.2	-13.8
O=C(NC1CCCC1)C(c1ccccc1)n1c(-c2cccc3ccccc23)nc2ccccc21 (centres undefined)
    12.5	5.6	0.4
CO[C@H]1CN(C)C(=O)c2ccc(NC(=O)NC(C)C)cc2OC[C@H](C)NC[C@H]1C
    2.0	-3.9	-4.5
O=C(NC1CCCCC1)C(c1ccncc1)n1c(=O)c(-c2ccccc2)nc2ccccc21 (centres undefined)
    -7.0	-2.5	-8.6
O=C(Nc1ccc2c(c1)OCCO2)C(c1ccncc1)n1c(=O)c(-c2cc3ccccc3[nH]2)nc2ccccc21 (centres undefined)
    -34.8	-59.5	17.5
CC(C)CN1C(=O)CSCC1(C)C(=O)NC(C)C (centres undefined)
    -8.1	-1.9	-1.5
CCCCNC(=O)C[C@@H]1C[C@@]2(C(=O)OC)CC(C)(C)CC=C2N(Cc2ccco2)C1=O
    -4.0	-12.4	3.4
COC(=O)[C@@]12C[C@@H](CC(=O)NCC3CCCCC3)C(=O)N(Cc3ccco3)C1=CCC(C)(C)C2
    -5.0	11.8	9.6
CC(=O)N1CCC(c2nc3ccccc3n2C(C)C(=O)NCc2ccccc2)CC1 (centres undefined)
    -3.1	-13.6	5.9
Cc1cc(NC(=O)OC(C)(C)C)c(-n2nnnc2C(C(=O)c2ccc3c(c2)OCO3)N2CCN(c3ccccn3)CC2)cc1C (centres undefined)
    1.9	-10.6	-2.1
CC1(C(=O)NCc2ccccc2)CSCC(=O)N1Cc1ccco1 (centres undefined)
    -3.9	-8.0	1.5
COC(=O)C[C@@H]1C=C[C@H](NC(=O)Cc2ccccn2)[C@@H](CO)O1
    -17.2	-3.3	-6.3
O=C(NC1CCCCC1)C(c1ccc(C(F)(F)F)cc1)n1c(=O)c(-c2ccccc2)nc2ccccc21 (centres undefined)
    9.3	0.4	11.4
COc1cccc(S(=O)(=O)Nc2ccc3c(c2)C(=O)N(C)C[C@H](OC)[C@H](C)CN(Cc2ccccc2F)[C@@H](C)CO3)c1
    18.5	-4.3	-3.7
CSCCC(c1nc2ccccc2[nH]1)n1c(=O)c(-c2ccco2)nc2ccccc21 (centres undefined)
    7.0	31.5	4.8
CC(C(=O)NC1CCCC1)n1c(C2CCCC2)nc2ccccc21 (centres undefined)
    8.1	1.2	-0.5
COC(=O)[C@@]12C[C@@H](CC(=O)N3CCCC3)C(=O)N(Cc3ccc4c(c3)OCO4)C1=CCC(C)(C)C2
    -0.8	17.0	-2.0
CC(C)(C)OC(=O)Nc1ccccc1-n1nnnc1C(C(=O)c1ccc(F)cc1)N1CCN(c2ccccn2)CC1 (centres undefined)
    4.3	-9.2	-4.0
CCC(c1nc2ccccc2[nH]1)n1c(=O)c(-c2cccnc2)nc2ccccc21 (centres undefined)
    -18.3	-8.6	3.2
COC(=O)[C@@]12C[C@@H](CC(=O)NCC34CC5CC(CC(C5)C3)C4)C(=O)N(Cc3cccc4ccccc34)C1=CCC(C)(C)C2
    -10.0	-16.6	19.7
Nc1c(-c2ccccc2)nc2ncccn12
    -8.8	-8.9	-18.2
COc1ccc2c(c1)[C@]1(C[C@H](O)CO1)C(=O)N2C
    -11.9	1.7	16.1
Cc1ccc(S(=O)(=O)N2[C@H](CC(=O)c3cccs3)OC[C@@H]2C)cc1
    -6.2	13.2	11.7
COc1ccc(CCC(=O)N2c3ccccc3N=C(c3ccc(C(F)(F)F)cc3)C2C(=O)NC(C)(C)C)cc1 (centres undefined)
    22.7	-4.2	-0.6
Cc1nc2ccccc2n1C(c1cccnc1)c1nc2ccccc2[nH]1 (centres undefined)
    -6.6	-21.9	-7.2
CN(C)C(=O)C[C@@H]1C=C[C@@H](NC(=O)C2CCC2)[C@@H](CO)O1
    8.7	-0.7	4.0
CC(C)c1cc(Cn2c3ccccc3c(=O)n2C(C)Cn2cc(-c3ccc(C(C)(C)C)cc3)nn2)on1 (centres undefined)
    26.4	-17.5	1.7
CC(C(=O)NC1CCCC1)n1c(-c2ccncc2)nc2ccccc21 (centres undefined)
    -22.6	22.2	-5.3
Cc1nc2ccccc2n1C(C)c1nc2ccccc2n1CC(=O)c1ccc(OC(F)(F)F)cc1 (centres undefined)
    -7.0	26.1	2.2
CC(c1nc2ccccc2[nH]1)n1c(=O)c(-c2cccs2)nc2ccccc21 (centres undefined)
    -2.9	9.7	5.0
FC(F)(F)c1cc(Cc2nc3ccccc3n2C(CCc2ccccc2)c2nc3ccccc3[nH]2)cc(C(F)(F)F)c1 (centres undefined)
    -31.9	-22.6	-3.1

The listing continues.
Each structure is followed by: NR2F2 inh	LRH-1 inv ag	C8 TRAIL sens
CC(C)(C)NC(=O)C(c1cc2ccccc2o1)n1c(-c2ccc(-c3ccccc3)cc2)nc2ccccc21 (centres undefined)
    -48.5	-81.3	30.3
O=C(NCc1ccccc1)C1C(c2ccc3c(c2)OCO3)=Nc2ccccc2N1C(=O)c1ccccc1 (centres undefined)
    -9.0	18.8	-6.1
Cc1cccc(C)c1NC(=O)C1(C)CN(S(C)(=O)=O)CC(=O)N1Cc1ccco1 (centres undefined)
    -2.5	4.3	1.3
O=C(NCc1ccccc1)C(c1ccc(-c2ccccc2)cc1)n1c(=O)c(-c2cc3ccccc3[nH]2)nc2ccccc21 (centres undefined)
    -18.8	-24.8	-18.1
Cc1cccc(-c2ccc(O)cc2CN2CCN(c3ncc(Cc4ccccc4)cn3)CC2)c1
    -11.1	-9.3	-6.2
O=C(NCC[C@H]1CC[C@H](NS(=O)(=O)c2ccccc2F)[C@@H](CO)O1)c1ccc(F)cc1
    12.5	-11.8	5.6
Cc1ccc(OCc2nc3ccccc3n2C(C)C(=O)Nc2c(C)cccc2C)cc1 (centres undefined)
    -15.4	-8.2	17.0
COCCN1C(=O)CSCC1(C)C(=O)NCc1ccccc1 (centres undefined)
    15.6	8.4	-20.0
CC1(C(=O)NCc2ccccc2)CN(S(C)(=O)=O)CC(=O)N1CCCN1CCOCC1 (centres undefined)
    -5.3	-8.7	2.9
O=C(/C=C1\OCc2ccccc21)c1ccccc1
    -61.2	-76.1	24.6
Cc1nc2ccccc2n1C(C)c1nc2ccccc2n1CC(=O)c1ccsc1 (centres undefined)
    -16.5	-1.3	13.1
CCOC(=O)CC1(C)Oc2cc(Cl)ccc2N1S(=O)(=O)c1ccc(C)cc1 (centres undefined)
    0.7	6.6	10.7
CC(C)C(C(=O)NCc1ccccc1)N1CCN(c2ccccc2F)CC1 (centres undefined)
    10.0	0.5	4.8
CCOC(=O)[C@]12CCCC=C1N(CCC1=CCCCC1)C(=O)[C@H](CC(=O)NCC13CC4CC(CC(C4)C1)C3)C2
    15.0	3.5	10.1
COC(=O)[C@@]12C[C@@H](CC(=O)NCCCCc3ccccc3)C(=O)N(Cc3ccccc3)C1=CCC(C)(C)C2
    31.0	-2.8	9.8
Cc1ccc(S(=O)(=O)N2[C@H](CC(=O)OCc3ccccc3)OC[C@@H]2C)cc1
    8.2	3.5	3.9
O=C(N[C@H]1CC[C@H](CC(=O)N2CCCCC2)O[C@@H]1CO)c1cccc(F)c1
    -8.1	-2.3	12.2
COc1ccc(N2C(=O)c3ccccc3NC(=O)C2C(=O)NCc2ccco2)cc1 (centres undefined)
    -0.6	-2.9	1.1
CCCNC(=O)Nc1ccc2c(c1)OC[C@H](C)N(C(=O)C1CCCCC1)C[C@@H](C)[C@H](OC)CN(C)C2=O
    -8.0	3.0	-11.0
O=C(NCc1ccco1)C1C(=O)Nc2ccccc2C(=O)N1C1CCCCC1 (centres undefined)
    -10.3	-15.8	4.9
O=C(Nc1c(-c2ccccc2)[nH][nH]c1=O)c1ccc2ccccc2c1
    16.3	13.9	-10.4
CCOC(=O)[C@]12CCCC=C1N(CCc1ccc(OC)c(OC)c1)C(=O)[C@H](CC(=O)NCc1ccccc1)C2
    1.7	-22.9	-10.2
Cc1ccc(S(=O)(=O)N2[C@H](CC(=O)c3ccccc3)OC[C@@H]2C)cc1
    6.1	-31.6	-1.1
COC(=O)[C@@]12C[C@@H](CC(=O)NCc3cccs3)C(=O)N(Cc3ccccc3)C1=CCC(C)(C)C2
    9.8	5.9	6.6
N#Cc1cccc(C2CC(OCCF)=CC(=O)O2)c1 (centres undefined)
    -15.7	-5.1	-23.1
COc1cc2c(cc1OCc1ccccc1)/C(=C/C(=O)OCc1ccccc1)OC2
    -14.7	5.6	-9.6
CC(C)NC(=O)C1(C)CN(S(C)(=O)=O)CC(=O)N1CCc1ccccc1F (centres undefined)
    9.4	12.2	8.0
Cc1ccc(-c2nc3ccccc3n2C(C(=O)NC(C)(C)C)C2CC2)cc1 (centres undefined)
    8.1	18.4	-0.3
COC(=O)C[C@H]1C=C[C@@H](NC(=O)Cc2cccnc2)[C@@H](CO)O1
    -20.0	-16.3	2.4
CC(C(=O)NC(C)(C)C)n1c(C(c2ccccc2)c2ccccc2)nc2ccccc21 (centres undefined)
    6.0	-4.7	1.3

An excerpt from above in order of number of heavy atoms, ascending.
Each structure is followed by: NR2F2 inh	LRH-1 inv ag	C8 TRAIL sens
COC(=O)C[C@@H]1C=C[C@H](NC(=O)Cc2ccccn2)[C@@H](CO)O1
    -17.2	-3.3	-6.3
CCOC(=O)CC1(C)Oc2cc(Cl)ccc2N1S(=O)(=O)c1ccc(C)cc1 (centres undefined)
    0.7	6.6	10.7
Cc1cccc(C)c1NC(=O)C(c1ccncc1)n1c(=O)c(-c2ccccc2)nc2ccccc21 (centres undefined)
    -7.2	0.0	-1.5

Quoted from the listing.
Entry of O=C(Nc1c(-c2ccccc2)[nH][nH]c1=O)c1ccc2ccccc2c1 in C8 TRAIL sens: -10.4
Entry of COC(=O)[C@@]12C[C@@H](CC(=O)NCc3cccs3)C(=O)N(Cc3ccccc3)C1=CCC(C)(C)C2 in LRH-1 inv ag: 5.9

(list continues)
Each structure is followed by: NR2F2 inh	LRH-1 inv ag	C8 TRAIL sens
COCC(=O)N[C@H]1CC[C@@H](CC(=O)OC)O[C@@H]1CO
    -6.7	23.6	4.6
O=C(Nc1ccc2c(c1)OCCO2)C(c1ccccc1F)n1c(=O)c(-c2ccco2)nc2ccccc21 (centres undefined)
    -4.6	1.9	-10.0
O=C(N[C@@H]1CC[C@@H](CCn2cc(-c3ccccc3)nn2)O[C@@H]1CO)c1cnccn1
    3.6	3.9	8.8
CCOC(=O)[C@]12CCCC=C1N(CCC1=CCCCC1)C(=O)[C@H](CC(=O)N1CCOCC1)C2
    15.8	5.6	-2.9
CSCc1cc(C(=O)NCCN2CCOCC2)c(N)s1
    7.7	-9.4	4.2
